mouse EphA4 binding = EphA4 ligand-binding antagonists – biochemical, colorimetric, mouse EphA4, primary screen (AID 689); inhibition, % at 10 µM, or IC50 in µM where a hit was titrated; EphA4-AP binding to KYL peptide, pNPP A405; higher % means a stronger effect; hit rate 0.1% among 62,000; in the data active = a potency from the dose series; inactive = the rest, 99 in 100 with inhibition below about 22%
An asterisk follows results filed as active; & = joins results of further samples.

mouse EphA4 binding | Compound
-7% | O=C(c1cc(Cl)ccc1Cl)N1CCN(c2ccccc2)CC1
2% | C=CCNC(=S)/N=c1\sccn1C
1% | CCOC(=O)C1CCN(CC(=O)Nc2c(C(=O)OC)[nH]c3ccccc23)CC1
-4% | CC(C)Oc1ccc2c(-c3ccccc3)cc(=O)oc2c1
-8% | O=C(N/N=C/c1ccco1)c1ccccn1
-13% | COCCOC(=O)c1c(C)oc2ccc(OCC(=O)c3ccc(Br)cc3)cc12
-1% | CC(C)(C)c1ccc(S(=O)(=O)Nc2ccc(Cl)cc2)cc1
-3% | CCOC(=O)N1CCC(N2CC34C=CC(O3)C(C(=O)Nc3ccc(C(C)C)cc3)C4C2=O)CC1 (centres undefined)
3% | NC(=O)c1sc(=S)n(-c2ccc(Br)cc2)c1N
0% | COc1ccc(C2C(C#N)=C(N)N(c3sc4c(c3C#N)CCCC4)C3=C2C(=O)CC(C)(C)C3)cc1OC (centres undefined)
-11% | Fc1ccc(CNc2nc3ccccc3n3cnnc23)cc1
-17% | CCCCCCC1CC(CSC(=N)N)OC1=O (centres undefined)
-4% | CC1(C)C(C#N)=C(N)OC2=C1C(=O)CCC2
0% | CCC(C)NC(=O)NC(=O)N(C1CCCCC1)S(C)(=O)=O (centres undefined)
-8% | CCOC(=O)C(N)CSC1CC(=O)N(c2ccc(C(=O)OC)cc2)C1=O (centres undefined)
-9% | Cc1cc(-c2ccco2)c(C#N)c2nc3ccccc3n12
-20% | O=C(NC1CCCC1)c1ccc(CNc2c(N3CCOCC3)c(=O)c2=O)cc1
-12% | O=c1c2ccsc2ncn1Cc1cccc(C(F)(F)F)c1
-21% | COc1ccc(C(=O)O)cc1S(=O)(=O)Nc1cccc(C(F)(F)F)c1
-12% | COc1ccc(CCNc2nc(=O)[nH]nc2C)cc1OC
-6% | Cc1ccc(-c2c(=O)n(OCc3ccccn3)c3ccccc3[n+]2[O-])cc1
-6% | CCC1(C)Cc2c(sc3c2c(=O)n(-c2ccccc2)c(=O)n3C)CO1 (centres undefined)
-4% | COc1ccccc1/C=N/N(C(C)=O)c1nc(-c2ccc(F)cc2)cs1
1% | CSc1ccc(S(=O)(=O)N(CC(=O)NC2CCCCC2)c2ccc(C)cc2)cc1
-5% | CN(C(=O)CSc1nc(N)nn1-c1ccccc1)c1ccccc1
-21% | O=C(CCSCCc1ccccn1)Nc1ccc(Br)cn1
0% | CN(C)S(=O)(=O)c1cccc(NC(=O)Cn2cnc3ccccc3c2=O)c1
0% | CCOC(=O)c1sc2nc(NC(=O)C3CC3)sc2c1C
-9% | COC(=O)c1ccc(C(=O)OC)c(NC(=O)c2c(OC)cccc2OC)c1
-6% | Cc1n[nH]c(=O)n1-c1ccc(Oc2ccccc2)cc1
-4% | CCCCN1C(=S)SC(C)(C)C1/[N+]([O-])=C/c1cccnc1 (centres undefined)
0% | CC(C)OC(=O)CC12CN3CC(CC(=O)OC(C)C)(CN(C1)C(=O)c1ccccc1C3=O)C2=O
-4% | CCSc1nnc(-c2ccc(S(=O)(=O)NCc3cccs3)cc2)o1
-2% | CCCn1c(CCC(=O)Nc2ccccc2Cc2ccccc2)nc2cc(S(=O)(=O)N3CCOCC3)ccc21
-6% | COCCN(CCOC)Cc1c(C)[nH]c2c(C)c(C)ccc2c1=O
6% | COc1ccc(-n2c(SCC(=O)Nc3ccccc3)nnc2-c2ccc(NS(=O)(=O)c3ccc(C)cc3)cc2)cc1
-8% | CCC(C)NC(=O)NS(=O)(=O)c1ccccc1Cl (centres undefined)
4%&-16% | CC1=C(C)CC(C(=O)NCCc2ccccc2)C(C(=O)O)C1 (centres undefined)
3% | COc1ccc(OC)c(N(CC(=O)N(Cc2ccccc2)Cc2ccccc2)S(C)(=O)=O)c1
4% | C=CCC(NC(C)c1ccccc1)c1ccco1 (centres undefined)
32% | CCn1c2ccccc2c2nc3cc(S(=O)(=O)N4CCOCC4)ccc3nc21
-3% | O=C1c2ccccc2N2C(=O)c3ccccc3[C@H]2N1c1ccccc1
-8% | CC(C)(C)Nc1nc(N2CCCC2)nc(N2CCCC2)n1
-2% | Cc1cccc(/C=N/N2CCN(Cc3cccc4ccccc34)CC2)c1
-12% | O=C1CCN=C(Nc2ccc(F)cc2)N1Cc1ccccc1
-6% | CCCCCn1c(=O)c(C(=O)c2ccccc2)nc2ccccc21
13% | C=CCn1cc(C)c(=O)n(CC(C)C)c1=O
-4% | COc1ccc(-c2nn3c(-c4ccccc4)nnc3s2)cc1OC
-4% | CCn1c(-c2ccsc2)nc2c1c(=O)[nH]c(=O)n2Cc1ccccc1
-19% | CCOc1ccc2[nH]c(C)c(CN(C)C)c(=O)c2c1
0% | O=c1c2c(nc3cc(-c4cccc(F)c4)[nH]n13)CCCC2
-2% | O=C(NCC1CCCO1)c1ccc(CS(=O)(=O)c2ccc(Br)cc2)o1 (centres undefined)
0% | CCC(=O)NC(=S)Nc1cccc(NC(=O)CC)c1
-10% | Fc1ccc(OCCCCCN2CCCC2)cc1
7% | Cn1ccnc1SCC(=O)Nc1ccc(Oc2ccccc2)cc1
-11% | Cc1ccc(S(=O)(=O)N(CC(O)CN2CCCCC2)c2ccccc2)cc1 (centres undefined)
-9% | COc1ccc(N(CC(=O)Nc2ccc(C(C)C)cc2)S(=O)(=O)c2ccccc2)cc1Cl
-4% | COc1ccc(N2C(=O)NC(=O)/C(=C\c3cc(Cl)c(OC)c(Cl)c3)C2=O)cc1
-8% | Cc1ccc(-c2nnc(Nc3ccccc3)c3ccccc23)cc1S(=O)(=O)NCC1CCCO1 (centres undefined)
4% | CCc1ccc(NC2=CC(=O)CC(c3ccco3)C2)cc1 (centres undefined)

16 compounds from above, ordered by molecular weight, high to low.
mouse EphA4 binding | Compound
-8% | Cc1ccc(-c2nnc(Nc3ccccc3)c3ccccc23)cc1S(=O)(=O)NCC1CCCO1 (centres undefined)
-9% | COc1ccc(N(CC(=O)Nc2ccc(C(C)C)cc2)S(=O)(=O)c2ccccc2)cc1Cl
-2% | O=C(NCC1CCCO1)c1ccc(CS(=O)(=O)c2ccc(Br)cc2)o1 (centres undefined)
-4% | COc1ccc(N2C(=O)NC(=O)/C(=C\c3cc(Cl)c(OC)c(Cl)c3)C2=O)cc1
-11% | Cc1ccc(S(=O)(=O)N(CC(O)CN2CCCCC2)c2ccccc2)cc1 (centres undefined)
-4% | CCn1c(-c2ccsc2)nc2c1c(=O)[nH]c(=O)n2Cc1ccccc1
-2% | Cc1cccc(/C=N/N2CCN(Cc3cccc4ccccc34)CC2)c1
7% | Cn1ccnc1SCC(=O)Nc1ccc(Oc2ccccc2)cc1
-4% | COc1ccc(-c2nn3c(-c4ccccc4)nnc3s2)cc1OC
-6% | CCCCCn1c(=O)c(C(=O)c2ccccc2)nc2ccccc21
-12% | O=C1CCN=C(Nc2ccc(F)cc2)N1Cc1ccccc1
-8% | CC(C)(C)Nc1nc(N2CCCC2)nc(N2CCCC2)n1
0% | O=c1c2c(nc3cc(-c4cccc(F)c4)[nH]n13)CCCC2
4% | CCc1ccc(NC2=CC(=O)CC(c3ccco3)C2)cc1 (centres undefined)
0% | CCC(=O)NC(=S)Nc1cccc(NC(=O)CC)c1
-10% | Fc1ccc(OCCCCCN2CCCC2)cc1

(continued)
mouse EphA4 binding | Compound
4% | Cc1ccnc(NS(=O)(=O)c2ccc(NS(=O)(=O)Cc3ccccc3)cc2)n1
0% | CCCOC(=O)C1=C(C)NC2=C(C(=O)CCC2)C1c1cccc(OC)c1OC (centres undefined)
-2% | CSc1ccc(S(=O)(=O)NCc2ccccc2C)cc1
-1% | CCOC(=O)c1ccccc1NC(=O)Cn1cnc2c(cnn2C(C)(C)C)c1=O
-2% | CCNC(=O)CC1S\C(=N/N=C/C=C/c2ccccc2)NC1=O (centres undefined)
-11% | COc1cccc(N(CC(=O)NCc2cccnc2)S(C)(=O)=O)c1
3% | CCOC(=O)c1c(-c2ccccc2)oc2ccc(OC(=O)c3ccc([N+](=O)[O-])cc3)cc12
-22% | COC(=O)c1nn2c(C(F)(F)F)cc(-c3ccc(Br)o3)nc2c1Br
-14% | COc1ccccc1-c1cc(C(=O)Nc2cc(C)on2)no1
-15% | O=C(Oc1ccc(-n2cnnn2)cc1)c1ccco1
-3% | OCCN1CCN(Cc2cc(Cl)c3cccnc3c2O)CC1
10% | Cc1cc(C(F)(F)F)nn1CC(=O)NNC(=S)NCC(C)C
-9% | COc1ccc(S(=O)(=O)NCCCCCC(=O)NCCCN2CCOCC2)cc1
1% | CCCCNS(=O)(=O)c1ccc2c(c1)oc(=O)n2CC(=O)OCC
-10% | CC(C)(C)c1nnc(NC(=O)CN2C(=O)C3C4C=CC(C4)C3C2=O)s1 (centres undefined)
14% | Cc1ccc(-n2nc3ccc(NC(=O)c4cccs4)cc3n2)cc1Cl
-17% | CCOc1cc(C=C2C(=O)NC(=O)NC2=O)ccc1OCc1c(C)no[n+]1[O-]
-5% | Cc1cccc(NC(=O)Cn2cc(C(=O)c3ccco3)c3ccccc32)c1
-6% | O=C1OCC(CO)(CO)N=C1NNc1ccc(Cl)c(Cl)c1
2% | Cc1cccc(CC2CC(=O)N(c3ccc(Cl)c(Cl)c3)C2=O)c1 (centres undefined)
-4% | CCOC(=O)C(Cc1ccccc1)NC(=O)Cn1nnc(-c2ccccc2)n1 (centres undefined)
-5% | CCCCOCCCNC1=NCCCCC1
-9% | O=C(CN(c1cccc(Br)c1)S(=O)(=O)c1ccccc1)Nc1ccccc1
4% | COc1ccccc1C(=O)Oc1ccc2oc(=O)sc2c1
2% | Cc1ccc(N2C(=O)NC(=O)/C(=C\c3ccc(C)s3)C2=O)cc1
2% | CCc1nc2ccccc2n(CCOCCn2c(=O)c(CC)nc3ccccc32)c1=O
-3% | COC(=O)c1ccc(N2CCN(c3ccccc3)CC2)c(NC(=O)C2CC2)c1
-2% | O=C(CSCC(=O)N1CCOCC1)Nc1nc(-c2ccc3c(c2)OCO3)cs1
-6% | O=C(Cn1nc(Cc2cccnc2)c2ccccc2c1=O)N1CCN(C(=O)c2ccco2)CC1
-12% | CC(C)(C)C(=O)/C=C(N)\C=C\c1ccccc1
5% | CC1=NN(c2nc(-c3ccc(Cl)c(Cl)c3)cs2)C(=O)C1
0% | Cc1ccc2c(c1)cc(CN(Cc1ccc3c(c1)OCO3)C(=O)c1ccccc1)c1nnnn12
3% | O=C(CCNC(=O)Cn1ccc2ccccc2c1=O)NCCCN1CCN(c2ccccc2F)CC1
-3% | c1ccc(Cn2nnnc2CN2CCN(Cc3ccc4c(c3)OCO4)CC2)cc1
3% | C=CCN1C(=O)C2(NNc3ccccc3O2)c2ccccc21 (centres undefined)
-2% | CC(=O)Oc1ccc(-c2cccc(C(=O)NC(CO)C(O)c3ccc([N+](=O)[O-])cc3)c2)cc1 (centres undefined)
-8% | NC(=O)/C=C/c1cn(-c2ccccc2)nc1-c1ccccc1
2% | Cc1nc(C(=O)Nc2cc(Cl)ccc2Cl)nn1-c1cc(OC(C)C)c(Cl)cc1Cl
0% | CCn1cc(Cl)c(C(=O)Nc2nc3ccccc3n2CCN2CCCCC2)n1
6% | O=C1/C(=C/c2ccccc2Cl)SC(=S)N1c1ccc(Br)cc1
8% | CCC(C)(C(=O)Nc1ccc2c(c1)OCCO2)N(C(C)=O)c1ccc(C(N)=O)cc1 (centres undefined)
2% | Cc1cccc(-n2ncc3c(N)ncnc32)c1
-18% | Clc1ccc(CCNc2nc3ccccc3s2)cc1
0% | CCOc1ccc2c(=O)c(Oc3ccccc3)c(C)oc2c1
-7% | Nc1cc(OC(=O)c2cccs2)nn1S(=O)(=O)c1ccc(F)cc1
-8% | Cc1ccc(NC(=S)NCCc2c[nH]c3ccccc23)cc1
-37% | CC(=O)c1ccc(NC(=O)Nc2ccc3c(c2)N(C)C(=O)CS3)cc1
-4% | O=C1CSC(=Nc2ccc(F)cc2)N1
-6% | CC1CCN(CC(=O)c2c[nH]c3ccccc23)CC1
5% | CC(C)C(NC(=O)C1CCCCC1)C(=O)Nc1ccc2c(c1)OCCO2 (centres undefined)
-11% | CC1=C(C(=O)OCc2ccccc2)C(c2cccnc2)n2ncnc2N1 (centres undefined)
-1% | Cc1ccc(NC(=O)CS(=O)CC(=O)NC(C)CCc2ccco2)cc1Cl (centres undefined)
9% | Cc1ccc(P(=O)(CSC(=N)N)c2ccc(C)cc2)cc1
-22% | CCOc1ccccc1OCCCC(=O)N1CCN(S(=O)(=O)c2ccc(C)cc2)CC1
-6% | O=C(Nc1ccccc1)C12CC3CC(C1)CC(n1cnc([N+](=O)[O-])n1)(C3)C2
-2% | CCc1cc(C)c(O)c(CC)n1
-9% | CCn1c(SCC(=O)Nc2nonc2C)nnc1-c1ccoc1C
-2% | CC1=NN(c2ccc(C)c(C)c2)C(=O)C1C(c1cccc(O)c1)C1C(=O)N(c2ccc(C)c(C)c2)N=C1C (centres undefined)
-7% | CCOc1cc(/C=C2\SC(N)=NC2=O)cc(Br)c1OS(=O)(=O)c1ccc([N+](=O)[O-])cc1
-17% | COc1ccc(-c2nnc(SCc3cccc(C)c3)n2N)cc1

More results follow.
mouse EphA4 binding | Compound
0% | O=C(Oc1ccc2ccccc2c1)c1ccco1
-16% | COc1ccc(C)cc1NC(=O)C1CC(=O)N(Cc2ccco2)C1 (centres undefined)
11% | O=C1NC2(CCCCCC2)N=C1c1ccc(F)cc1
-6% | CCOc1cc(/C=C2\C(=O)NC(=O)N(c3cc(C)cc(C)c3)C2=O)ccc1O
-2% | O=c1oc(-c2cc3ccccc3o2)nc2sc3c(c12)CCCC3
-1% | COc1ccc(OC)c(C2NC(c3cc(OC)ccc3OC)C(C)C(C)(O)C2C)c1 (centres undefined)
3% | Cc1ccc(C2C(=O)N(C3CCC(C)CC3)CC(=O)N2C2CC2)cc1 (centres undefined)
-12% | Cc1nc2ccc(NC3=NCCCCC3)cc2s1
-11% | CCN(CC)S(=O)(=O)c1cccc(-c2nnc(SC(C)C#N)n2Cc2ccccc2)c1 (centres undefined)
-6% | CC1(C)Oc2ccc(C(=O)N3CCc4ccccc43)cc2N(CC(=O)N2CCCC2)C1=O
-5% | C(=N\n1cnnc1)/c1ccc(N2CCOCC2)s1

A portion of the library, so the mix of outcomes need not match the whole.
